Screens as filed in PubChem.
Dynein cargo inh – inhibitors of GR-EGFP nuclear translocation, primary screen, dynein cargo transport inhibitor project, imaging, high-content, 3617.4 mouse cells. AID 1381, 2008. 220,000 tested, 0.47% active. z-score, hits read low. test concentration mostly 20 µM; stimulated with dexamethasone, 1 µM; hits give low values;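 active = plate z-score of nuclear minus cytoplasmic receptor signal below a set negative limit, without overly bright fluorescence or cell loss, cut at about -3.5 in these data, passing the limit was not always enough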;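 note: z-score of nuclear minus cytoplasmic ring GR-EGFP intensity difference per well; some compounds called inactive have numbers as strong as hits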
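Also added: dexamethasone, 1.0 µM final. Medium: tet-free, stripped-serum medium. Detection: fixed, Hoechst-stained cells imaged at 10x for EGFP. Read-out: nuclear-to-cytoplasmic GR-EGFP distribution per well. Times: induction 48 h, compound 1 h, agonist 30 min.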
b-catenin transl – modulators of beta-catenin nuclear translocation, primary screen, imaging, HeLa cells, immunofluorescence, high-content | 190,000 tested, 0.3% active | AID 1665, 2009 | nuclear translocation activity, % at 5 µM;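 active = nuclear translocation activity above 50% at 5 µM, with a well cell count of 50 or more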;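 note: per-cell ratio of nuclear to cytoplasmic median beta-catenin stain intensity; plate controls were DMSO negative control for no effect and GSK-3 inhibitor IX positive control for full effect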
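test system = HeLa cells, endogenous beta-catenin | dosing = single 5 µM dose plus 0.02–20 µM confirmation series | times = compound treatment 24 h, 37°C, 5% CO2 | technique = beta-catenin immunofluorescence imaging with DAPI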
Autophagy mod – autophagy modulators in MEF cells, primary screen, imaging, high-content, MEF GFP-LC3 | MEF GFP-LC3 puncta imaging; test concentration mostly 10 µM | calls only at 10 µM (by protocol) | 190,000 tested, 0.98% active;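 active = percentage of spot-positive cells more than 3 SD above its plate mean, without a fluorescence outlier flag or 80% toxicity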;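 note: spot-positive cell cutoff set from DMSO-treated cells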
Lipid droplet – inhibitors of hepatocyte lipid droplet formation, primary screen, imaging, high-throughput imaging, BODIPY stain; AML12 mouse hepatocytes, oleate lipid droplets; inhibition, % at 6.5 µM; 240,000 tested, 0.4% active; AID 1656, 2009;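 active = lipid droplet intensity inhibited by at least 50%, with more than 500 cells counted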
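Test system: AML12 mouse liver cells; schedule: overnight exposure; technique: high-content imaging of BODIPY-stained droplets and DAPI nuclei; read-out: % inhibition of corrected integrated BODIPY droplet signal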
WT yeast gro inh – growth inhibition of WT strain, primary screen, mitochondrial fusion inhibitor project, WT and mutant strains, chemical genetic; mitochondrial fusion phenotypic screen; inhibition, % at 10 µM; AID 1362, 2008; 190,000 tested, 2.1% active; in the data active = inhibition above about 58%; tested in S. cerevisiae
Yfh1-off respiration – enhancers of respiration in Yfh1-depleted yeast, dose response, Friedreich's ataxia, plus single-dose screen (AID 1465); fold induction at 50 µM, or EC50 in µM where a hit was titrated; S. cerevisiae Yfh1-off respiration, WST-1 reduction, 72 h; higher fold induction means a stronger effect; 220,000 tested, 0.074% active;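 active = fold induction of absorbance versus untreated yeast above a set limit, then at least 30% activation at any dose in follow-up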;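 note: activators that raise dye reduction in frataxin-depleted yeast; strong numbers were not always called active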
Insulin prom up – insulin promoter activators in MIN6 cells, imaging, high-content screening, mouse beta cells; MIN6 insulin promoter-GFP reporter; hits give high values; z-score at 5 µM; 190,000 tested, 0.3% active; AID 1625, 2009;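 active = z-score above 3 at 5 µM with at least 500 cells counted in the well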
MT stabilize HCS – microtubule stabilizers in HeLa cells, primary screen, imaging, high-content imaging. % tubulin-high responders, % at 10 µM. 200,000 tested, 0.83% active. HeLa tubulin immunostaining HCS, 24 h; share of cells brighter than vehicle mean+2SD;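 active = plate Z-score above 3 for both tubulin-high and condensed-nucleus cell shares, with cell loss under 80%, at 10 µM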;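 note: anti alpha tubulin signal scored within the nucleus-defined area of each cell; some results filed as inactive read as strong as hits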
NOD2 inhibition – NOD2 signaling inhibitors, cell-based, luminescence, uHTS, HEK293 (AID 1566) | HEK293 NOD2/NF-kB luciferase reporter, luminescence; higher % means a stronger effect | one-dose inhibition, % at 4 µM; EC50 in µM for titrated hits | 290,000 tested, 0.63% active; in the data active = inhibition above about 50%; note: many of its hits are not listed in these tables
WT yeast gro inh mutant strain – further read-out of WT yeast gro inh, marked with its call; inhibition, %; mitochondrial fusion phenotypic screen, mutant strain inhibition
Dynein cargo inh cytoplasmic EGFP – recorded beside Dynein cargo inh, whose call it bears; z-score; measured here: cytoplasmic GR-EGFP intensity; hits give high values
Dynein cargo inh nuclear GR-EGFP – recorded beside Dynein cargo inh, whose call it bears; z-score; measured here: nuclear GR-EGFP intensity;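 lower value marks the stronger effect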
Dynein cargo inh cell count – further read-out of Dynein cargo inh, marked with its call; z-score; measured here: cell count per field
Insulin prom up cell count – further read-out of Insulin prom up, marked with its call; cell count; measured here: cytotoxicity, nuclei count;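 total cells summed across four imaged fields per well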
Lipid droplet cells 6.5 µM – also measured in Lipid droplet; calls as there; cell count; measured here: cell count, cytotoxicity flag;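 cells counted across two imaged fields per well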
b-catenin transl cell count 5 µM – recorded beside b-catenin transl, whose call it bears; cell count; measured here: cell count, cytotoxicity flag
MT stabilize HCS Hoechst-high % – also measured in MT stabilize HCS; calls as there; % Hoechst-high responders; measured here: nuclear condensation Hoechst responders;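 share of cells brighter than vehicle mean plus two SD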
MT stabilize HCS cytotoxicity % – second read-out of MT stabilize HCS, no call of its own (marks repeat the call); toxicity, %; measured here: cytotoxicity by cell density;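 0% = mean cell density of plate MIN control wells and 100% = no cells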
Autophagy mod cell loss 18 h – recorded beside Autophagy mod, whose call it bears; toxicity, %; measured here: cell loss, nuclei count;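 cell loss after 18 h compound exposure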
Starred values were filed as active, the others as inactive; i = inactive; x = no result given; & = joins results of further samples. A portion of the library, so the mix of outcomes need not match the whole.

entry	canonical_smiles	Dynein cargo inh	Dynein cargo inh cytoplasmic EGFP	Dynein cargo inh nuclear GR-EGFP	Dynein cargo inh cell count	b-catenin transl	b-catenin transl cell count 5 µM	Autophagy mod	Autophagy mod cell loss 18 h	Lipid droplet	Lipid droplet cells 6.5 µM	WT yeast gro inh	WT yeast gro inh mutant strain	Yfh1-off respiration	Insulin prom up	Insulin prom up cell count	MT stabilize HCS	MT stabilize HCS Hoechst-high %	MT stabilize HCS cytotoxicity %	NOD2 inhibition
1	CC(C)(C)C(=O)Nc1nnc(SCC(=O)NCc2ccco2)s1	0.22	0.097	0.066	0.19	1.2	1082	i	1	-1	581	-6	10	i	0.93	1523	3.1	2.6	5.2	11%
2	CSc1nc2sc3c(c2c2nnnn12)CCCC3	1.4	-0.15	0.19	-0.35	3.2	1056	i	35	x	x	-6	4	i	0.09	1218	6.1	3.7	17	-18%
3	CCN1CCN(Cc2ccc(OC)c(OCc3ccccc3)c2)CC1	-1.1	-0.25	-0.53	0.33	0.1	1253	i	-8	11	771	8	2	i	0.61	1201	3.2	1.6	1.9	-8%
4	Cc1ccc(-n2nnc3ccccc3c2=O)cc1C	0.037	-0.18	0.3	0.51	-2.9	1230	i	7	2	774	-7	2	i	1.8	1258	4.7	2.3	0.3	-27%
5	Fc1cc(F)cc(NC(=S)N2CCC(c3ccccc3)C2)c1 (stereo not drawn)	-0.3	-0.22	-0.018	0.5	0.5	1061	i	15	12	656	21	30	i	-0.13	1289	3.9	2.8	7.1	-39%
6	Cc1cccnc1NC(=O)C1CCN(S(=O)(=O)c2ccc3c(c2)CCC(=O)N3)CC1	-0.29	-0.25	-0.049	0.15	x	x	i	-6	x	x	4	9	i	0.13	793	3.5	2.3	3.5	9%
7	Cc1cccc(C(=O)OCC(=O)NCc2cccs2)c1	-0.27	-0.26	0.36	0.27	-4.9	1170	i	-6	14	686	18	10	i	0.5	1215	0.0	3.4	11	4%
8	CC(=O)Nc1ccc(C(=O)OCC(=O)Nc2ccc(N3CCOCC3)cc2)cc1	0.077	-0.32	0.36	0.69	-3.0	1196	i	13	-2	638	9	6	i	0.64	1208	4.1	1.6	23	16%
9	CC(C)(C)c1cc(=O)n2[nH]c(N)nc2n1	-1.1	-0.39	-0.96	1.3	0.0	1552	i	-10	24	641	-16	-17	i	-0.24	1487	3.9	2.5	0.5	-17%
10	COc1ccccc1-c1cn[nH]c1-c1ccc(OCc2ccccc2)cc1O	-0.22	-0.22	0.033	-0.051	-0.5	1328	x	x	-4	687	x	x	i	-0.18	1069	x	x	x	6%
11	COc1ccc(-c2ncccc2OC(=O)C23CC4CC(CC(C4)C2)C3)cc1	1.4	-0.021	0.89	-1.3	0.2	1111	i	26	22	633	46	26	i	0.1	1521	3.3	2.3	13	2%
12	CCOC(=O)N1CCN(c2c(N3CCC(N4CCCCC4)CC3)c(=O)c2=O)CC1	-0.26	-0.16	-0.079	0.23	x	x	i	8	x	x	-10	-4	i	-0.36	957	2.2	2.9	2.2	10%
13	CC(C)(C)c1cc(C(=O)N2CCN(c3ncccn3)CC2)ccn1	-0.4	-0.26	-0.4	0.42	2.9	1104	i	-8	6	800	4	9	i	-0.17	1217	3.4	1.5	1.5	14%
14	CCOC(=O)C(C)n1cnc2sc(C)c(C)c2c1=O (stereo not drawn)	-0.33	-0.26	-0.13	0.13	-7.1	1096	i	10	-2	731	-17	6	i	-0.26	1148	1.9	1.6	5.9	14%
15	O=C(NCc1n[nH]c(=S)n1-c1ccc(Cl)c(Cl)c1)c1cccs1	0.12	-0.24	-0.022	-0.11	-1.1	1133	i	0	-2	754	-13	20	i	2.5	1176	2.0	2.1	8.9	3%
16	O=C(CN1C(=O)NC(Cc2ccccc2)C1=O)NC(=O)NC1CCCCC1 (stereo not drawn)	-0.23	0.43	0.14	0.22	0.3	1173	i	9	x	x	20	8	i	0.21	1024	2.0	2.7	11	12%
17	Cc1ccc(C2C(C(=O)c3ccco3)=C(O)C(=O)N2c2nnc(C)s2)cc1 (stereo not drawn)	0.19	0.084	0.013	0.56	x	x	i	8	x	x	-9	-10	i	x	x	2.5	1.3	9.0	-122%
18	Cn1c(Cn2nnc3ccccc32)nnc1SCC(=O)NCc1ccc2c(c1)OCO2	-0.42	-0.2	-0.22	0.37	-1.3	1163	i	11	x	x	-6	5	i	0.12	1155	2.6	2.4	10	1%
19	O=C(CN1CCOCC1)Nc1ncc(Br)cc1Br	1.5	-0.18	0.77	-1	-2.8	1238	i	-14	-12	684	x	x	i	0.76	1181	2.9	2.8	6.2	10%
20	CCCC[n+]1ccn(C2=C([O-])c3ccccc3C(=O)/C2=N\S(=O)(=O)c2ccc(Br)cc2)c1	-2.8	18	1.2	0.16	-2.0	556	i	32	-3	734	5	-14	i	-1.2	910	2.5	2.0	5.8	15%

Later entries.
entry	canonical_smiles	Dynein cargo inh	Dynein cargo inh cytoplasmic EGFP	Dynein cargo inh nuclear GR-EGFP	Dynein cargo inh cell count	b-catenin transl	b-catenin transl cell count 5 µM	Autophagy mod	Autophagy mod cell loss 18 h	Lipid droplet	Lipid droplet cells 6.5 µM	WT yeast gro inh	WT yeast gro inh mutant strain	Yfh1-off respiration	Insulin prom up	Insulin prom up cell count	MT stabilize HCS	MT stabilize HCS Hoechst-high %	MT stabilize HCS cytotoxicity %	NOD2 inhibition
21	CCn1cc(CN2CCN(CCc3ccccc3)C(CCO)C2)c(C)n1 (stereo not drawn)	-1	-0.23	-0.59	0.77	0.4	1164	i	3	2	698	-6	-3	i	0.11	1401	1.8	1.5	6.3	12%
22	CNC(=O)c1c(NC(=O)c2cc(-c3cc(C)c(C)cc3O)n[nH]2)sc2c1CCCC2	1	-0.15	1.4	-1.2	-0.4	1384	x	x	-6	723	x	x	i	-0.33	968	x	x	x	20%
23	O=C(c1ccccc1-c1nc(-c2ccccc2Cl)no1)N1CCOCC1	0.39	-0.24	0.14	-0.29	-2.9	1157	x	x	4	711	x	x	i	0.29	1378	x	x	x	6%
24	N=C(c1ccc([N+](=O)[O-])cc1)N1CCCCCC1	-0.73	-0.27	-0.46	0.9	-3.2	1099	i	6	-4	663	2	0	i	-0.66	1651	1.6	1.4	9.3	10%
25	CC(=O)O[C@]1(C(C)=O)CC[C@H]2[C@@H]3C=C(C)C4=CC(=O)CC[C@]4(C)[C@H]3CC[C@@]21C	-0.28	-0.25	0.35	0.46	-1.7	1145	i	29	-12&-2	704&706	3&-1	-4&7	i	0.03	1447	2.5	1.3	9.0	15%&4%
26	CCOC(=O)c1c(NC(=O)CSc2nnc(-c3ccc(C)cc3)o2)sc(C(C)=O)c1C	-1.2	-0.4	-0.5	0.64	x	x	i	0	14	785	11	6	i	x	x	2.5	2.3	4.7	2%
27	Cc1ccc2cc(C3C(C#N)=C(N)Oc4c3ccc3cccnc43)c(=O)[nH]c2c1 (stereo not drawn)	1.4	-0.22	-0.51	-0.21	-0.9	1276	i	10	x	x	0	-10	>100µM*	1	1403	1.1	1.0	2.6	-1%
28	COc1ccc(C2=NN(C(N)=S)C(c3ccccc3)C2)cc1 (stereo not drawn)	1.5	-0.21	0.88	-0.36	-1.7	1002	i	21	0	694	26	16	i	x	x	2.3	1.4	3.5	-24%
29	Cc1nn(C(C)c2nc(-c3ccccc3)no2)c(C)c1[N+](=O)[O-] (stereo not drawn)	1.8	-0.2	1.2	-0.54	1.8	1429	i	-19	x	x	-18	-16	i	-0.59	1538	2.2	1.7	5.7	-21%

3 structures from above, sorted by count of non-hydrogen atoms, rising.
entry	canonical_smiles	Dynein cargo inh	Dynein cargo inh cytoplasmic EGFP	Dynein cargo inh nuclear GR-EGFP	Dynein cargo inh cell count	b-catenin transl	b-catenin transl cell count 5 µM	Autophagy mod	Autophagy mod cell loss 18 h	Lipid droplet	Lipid droplet cells 6.5 µM	WT yeast gro inh	WT yeast gro inh mutant strain	Yfh1-off respiration	Insulin prom up	Insulin prom up cell count	MT stabilize HCS	MT stabilize HCS Hoechst-high %	MT stabilize HCS cytotoxicity %	NOD2 inhibition
23	O=C(c1ccccc1-c1nc(-c2ccccc2Cl)no1)N1CCOCC1	0.39	-0.24	0.14	-0.29	-2.9	1157	x	x	4	711	x	x	i	0.29	1378	x	x	x	6%
16	O=C(CN1C(=O)NC(Cc2ccccc2)C1=O)NC(=O)NC1CCCCC1 (stereo not drawn)	-0.23	0.43	0.14	0.22	0.3	1173	i	9	x	x	20	8	i	0.21	1024	2.0	2.7	11	12%
6	Cc1cccnc1NC(=O)C1CCN(S(=O)(=O)c2ccc3c(c2)CCC(=O)N3)CC1	-0.29	-0.25	-0.049	0.15	x	x	i	-6	x	x	4	9	i	0.13	793	3.5	2.3	3.5	9%
